# Pf apPOL inh: Pf-apPOL inhibitors, biochemical, fluorescence; Recombinant Pf-apPOL, molecular beacon fluorescence, 1.5 h; inhibition, % at 10 µM; 0.25% of 210,000 active; AID 1794808, 2022
# mHTT-CaM PPI inh: mutant huntingtin-calmodulin interaction inhibitors – biochemical, AlphaScreen, primary screen. P42858. AlphaScreen His-mHTT/GST-CaM binding, luminescence. inhibition, % at 15 µM. 3.6% of 190,000 active. AID 1671202, 2021;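 note: 0% = both proteins with DMSO and 100% = one protein alone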
# Target sequence (P42858 whole entry, looked up, stated change not applied): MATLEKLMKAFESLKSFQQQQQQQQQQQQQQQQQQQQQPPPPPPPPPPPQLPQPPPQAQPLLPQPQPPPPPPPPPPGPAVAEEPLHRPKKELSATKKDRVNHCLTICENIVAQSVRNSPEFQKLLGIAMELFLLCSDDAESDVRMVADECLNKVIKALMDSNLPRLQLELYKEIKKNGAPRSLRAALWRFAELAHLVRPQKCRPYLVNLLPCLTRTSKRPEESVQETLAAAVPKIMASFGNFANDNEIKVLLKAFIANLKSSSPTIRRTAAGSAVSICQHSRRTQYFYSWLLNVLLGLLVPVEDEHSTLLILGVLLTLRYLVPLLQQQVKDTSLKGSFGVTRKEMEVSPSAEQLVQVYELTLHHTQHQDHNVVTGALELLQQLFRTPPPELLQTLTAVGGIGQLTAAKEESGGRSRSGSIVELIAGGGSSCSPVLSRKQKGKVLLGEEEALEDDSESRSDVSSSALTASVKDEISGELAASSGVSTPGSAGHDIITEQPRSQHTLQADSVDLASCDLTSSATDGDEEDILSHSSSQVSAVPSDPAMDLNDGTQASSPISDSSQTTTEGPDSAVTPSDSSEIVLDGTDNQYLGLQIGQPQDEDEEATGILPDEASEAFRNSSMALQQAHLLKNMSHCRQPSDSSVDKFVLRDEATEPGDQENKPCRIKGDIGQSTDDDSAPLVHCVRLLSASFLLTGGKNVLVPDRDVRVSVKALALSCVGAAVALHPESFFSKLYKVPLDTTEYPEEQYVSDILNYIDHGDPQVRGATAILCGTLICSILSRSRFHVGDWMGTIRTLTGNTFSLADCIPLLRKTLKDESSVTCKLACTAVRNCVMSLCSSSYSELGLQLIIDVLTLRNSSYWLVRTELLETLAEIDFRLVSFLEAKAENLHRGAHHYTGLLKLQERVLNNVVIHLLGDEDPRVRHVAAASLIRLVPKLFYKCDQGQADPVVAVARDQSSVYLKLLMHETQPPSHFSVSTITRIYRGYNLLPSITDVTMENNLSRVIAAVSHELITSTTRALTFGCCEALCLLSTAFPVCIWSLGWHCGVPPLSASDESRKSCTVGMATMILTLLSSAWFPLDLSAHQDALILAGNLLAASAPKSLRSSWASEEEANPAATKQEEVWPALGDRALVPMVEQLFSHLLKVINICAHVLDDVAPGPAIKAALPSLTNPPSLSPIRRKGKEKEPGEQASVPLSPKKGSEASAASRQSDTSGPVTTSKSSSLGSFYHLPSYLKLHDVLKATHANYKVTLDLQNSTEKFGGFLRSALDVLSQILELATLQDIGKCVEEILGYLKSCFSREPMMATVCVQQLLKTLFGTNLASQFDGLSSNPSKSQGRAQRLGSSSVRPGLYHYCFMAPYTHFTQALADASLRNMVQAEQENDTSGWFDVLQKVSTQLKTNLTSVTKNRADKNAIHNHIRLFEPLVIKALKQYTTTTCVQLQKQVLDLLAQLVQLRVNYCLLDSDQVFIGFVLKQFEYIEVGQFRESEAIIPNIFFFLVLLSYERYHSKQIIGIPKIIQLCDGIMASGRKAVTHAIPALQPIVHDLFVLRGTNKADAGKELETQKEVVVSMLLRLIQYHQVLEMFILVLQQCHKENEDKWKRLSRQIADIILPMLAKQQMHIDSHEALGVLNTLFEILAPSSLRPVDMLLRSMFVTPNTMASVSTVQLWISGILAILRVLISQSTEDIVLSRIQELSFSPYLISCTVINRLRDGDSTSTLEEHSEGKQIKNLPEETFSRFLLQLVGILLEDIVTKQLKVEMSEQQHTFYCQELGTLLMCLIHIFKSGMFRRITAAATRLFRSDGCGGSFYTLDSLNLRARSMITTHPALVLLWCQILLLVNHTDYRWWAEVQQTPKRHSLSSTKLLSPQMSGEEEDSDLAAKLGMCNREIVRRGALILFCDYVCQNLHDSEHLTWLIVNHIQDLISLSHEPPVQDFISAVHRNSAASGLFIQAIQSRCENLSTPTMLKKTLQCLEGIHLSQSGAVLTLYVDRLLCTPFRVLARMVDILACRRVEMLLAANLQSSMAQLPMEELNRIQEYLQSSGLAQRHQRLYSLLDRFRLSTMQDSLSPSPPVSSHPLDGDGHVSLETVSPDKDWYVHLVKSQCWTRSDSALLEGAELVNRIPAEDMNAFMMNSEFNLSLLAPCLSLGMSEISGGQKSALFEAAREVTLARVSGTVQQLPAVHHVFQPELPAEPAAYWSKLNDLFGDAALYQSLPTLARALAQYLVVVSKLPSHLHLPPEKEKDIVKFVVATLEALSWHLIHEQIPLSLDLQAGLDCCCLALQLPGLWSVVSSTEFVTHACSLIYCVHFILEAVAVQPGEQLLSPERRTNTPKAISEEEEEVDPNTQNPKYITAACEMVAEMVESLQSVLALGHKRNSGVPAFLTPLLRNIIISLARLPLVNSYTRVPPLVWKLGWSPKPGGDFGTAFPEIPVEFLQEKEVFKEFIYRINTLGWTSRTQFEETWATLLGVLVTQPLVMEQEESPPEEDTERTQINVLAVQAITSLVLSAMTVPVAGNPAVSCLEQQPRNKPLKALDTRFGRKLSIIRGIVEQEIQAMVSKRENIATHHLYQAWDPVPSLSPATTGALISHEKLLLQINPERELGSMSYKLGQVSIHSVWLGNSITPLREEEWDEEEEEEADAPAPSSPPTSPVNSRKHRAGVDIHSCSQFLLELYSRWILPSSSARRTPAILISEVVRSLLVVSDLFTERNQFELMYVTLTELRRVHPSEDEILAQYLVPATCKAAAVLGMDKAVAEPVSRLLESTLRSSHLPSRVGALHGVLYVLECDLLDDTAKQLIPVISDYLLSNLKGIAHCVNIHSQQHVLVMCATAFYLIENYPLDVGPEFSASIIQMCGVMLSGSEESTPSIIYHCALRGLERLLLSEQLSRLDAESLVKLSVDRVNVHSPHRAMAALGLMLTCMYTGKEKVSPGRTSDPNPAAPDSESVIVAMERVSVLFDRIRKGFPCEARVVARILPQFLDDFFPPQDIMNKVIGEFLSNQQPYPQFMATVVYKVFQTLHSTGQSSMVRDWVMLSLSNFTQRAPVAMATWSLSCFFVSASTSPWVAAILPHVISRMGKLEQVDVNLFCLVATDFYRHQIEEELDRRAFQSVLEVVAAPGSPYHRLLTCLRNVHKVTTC
# Numbers without * were called inactive; i = inactive; / = not tested or not shown; & = joins results of further samples; ! = a repeat was not active. Cut-off read from the data, not from the text of the source: active = inhibition above about 50%; inactive = the rest. Only part of the results is shown, so the mix of outcomes need not match the whole.
Compound | Pf apPOL inh | mHTT-CaM PPI inh
O=[N+]([O-])/C(Cl)=C1\NCCN1Cc1ccc(Cl)nc1 | -8 | 1
CCCn1cc(C(=O)NC2CCCC2)c2cccnc21 | 1 | -1
Cc1cccc(-n2c(/C=C3\C(=O)Nc4ccccc43)nc3ccccc3c2=O)c1 | 1 | 15
Cc1ccccc1N1CCN(Cc2ccc(N(C)C)cc2)CC1 | -6 | 38
COc1cccc(N2CCN(Cc3ccc(Br)cc3)CC2)c1 | 0 | 18
COc1ccccc1C(=O)c1nc2ccccc2n1C(C)C | -5 | -3
COc1ccc(Cc2nccc3cc(OC)c(OC)cc23)cc1OC | -1&-10&2 | 0
NCCc1c[nH]c2ccc(OCc3ccccc3)cc12 | 3&-8 | 80*!
CC(C)S(=O)(=O)c1ccc(CC(=O)N2CCN(Cc3ccsc3)CC2)cc1 | -3 | -9
COc1ccccc1N1CCNCC1 | -3 | /
Cn1cc(C(=O)Nc2ccc3c(c2)OCO3)c2cccnc21 | 1 | 36
C1=C2CCCNC2C2CC1C1CCCCN1C2 (stereo unspecified) | -5 | /
CC1CCN(C(=O)C(C2CCCC2)N2CCN(C(=O)Cc3cccs3)CC2)CC1 (stereo unspecified) | 5 | 30
COc1ccc2c(c1)C1(CCN(C(=O)c3cccs3)C1)C(=O)N2C (stereo unspecified) | -3 | 2
CCN1CCN(Cc2ccc(OC)cc2OC)CC1 | -2 | -2
Cc1cc(OCC(=O)N2CCN(C)CC2)cc(C)c1Br | -4 | 0
O=C(c1cc(S(=O)(=O)N2CCC3(CC2)OCCO3)ccc1F)N1CCC2(CC1)OCCO2 | -4 | -2
Cc1cccc(OCCNc2ccc([N+](=O)[O-])c3cccnc23)c1 | 6 | 17
CN1CCc2nc(N)c(C#N)c(-c3ccc(Br)cc3)c2C1 | 1 | 2
COc1ccc2c(c1)C1(CCN(C(=O)Nc3ccc(OC)c(OC)c3)C1)C(=O)N2 (stereo unspecified) | 2 | -1
Cc1cc(C=O)c(C)n1C1CCCC1 | / | 7
Cc1cc(OC(=O)N(C)C)nc(-c2ccc(C)c(Cl)c2)n1 | -7 | /
CCOP(=S)(Oc1ccc([N+](=O)[O-])cc1)Oc1ccc([N+](=O)[O-])cc1 | -3 | 11
CCc1nc2ccc(I)cc2c(=O)n1-c1ccccc1F | 5 | -1
COc1ccc(C=C2Oc3c(ccc(OC(=O)N(C)C)c3C)C2=O)cc1 | 0 | 1
O=C1C2CCCN2C(c2ccncc2)N1c1ccc(Cl)c(Cl)c1 (stereo unspecified) | 0 | 85*
Cc1nc(C(=O)Nc2ccc3c(c2)OCO3)c(C)n1C1CCN(C)CC1 | -2 | 71*
COc1ccc2c(c1)C1(CCN(C(=O)NCCc3ccccc3)C1)C(=O)N2 (stereo unspecified) | -4 | -2
Brc1ccc(C2CC(c3cccnc3)Nc3nnnn32)cc1 (stereo unspecified) | 2 | 2
O=Cc1cn(Cc2ccc([N+](=O)[O-])cc2)c2ccccc12 | -1 | 21
COc1cc(CN2CCN(C(=O)COc3ccccc3)CC2)cc(OC)c1OC | -1 | 2
O=C1NC(=S)NC(=O)C1=Cc1cc2c(cc1[N+](=O)[O-])OCO2 | 36 | 4
CN1CCN(Cc2ccc3c(c2)OCCO3)CC1 | 24 | -2
COc1ccccc1N1CCN(Cc2ccccc2F)CC1 | -6 | 0
Cc1nc2ccccc2c(=O)n1-c1ccc(F)cc1 | -4 | 2
O=Cc1cn(Cc2ccccc2Cl)c2ccccc12 | -2 | -29
Clc1ccccc1N1CCN(Cc2ccccc2)CC1 | -3 | -13
CC(Cc1ccccc1)NC(=O)CN1CCCC1=O (stereo unspecified) | -10 | 0
CN(c1nc2ccccc2s1)C1CCN(C[C@H](O)COc2ccc(F)c(F)c2)CC1 | 19 | /
COc1ccc2c(c1)C1(CCN(C(=O)Nc3ccc4c(c3)OCCO4)C1)C(=O)N2C (stereo unspecified) | 6 | 4

# Among those listed so far, 4 contain four or more nitrogen atoms:
Compound | Pf apPOL inh | mHTT-CaM PPI inh
O=[N+]([O-])/C(Cl)=C1\NCCN1Cc1ccc(Cl)nc1 | -8 | 1
CN1CCc2nc(N)c(C#N)c(-c3ccc(Br)cc3)c2C1 | 1 | 2
Cc1nc(C(=O)Nc2ccc3c(c2)OCO3)c(C)n1C1CCN(C)CC1 | -2 | 71*
Brc1ccc(C2CC(c3cccnc3)Nc3nnnn32)cc1 (stereo unspecified) | 2 | 2

# (continued)
Compound | Pf apPOL inh | mHTT-CaM PPI inh
O=C(NCCc1ccc(F)cc1)C(Cl)(Cl)Cl | -3 | -13
O=C(CN1CCCC1=O)Nc1ccccc1 | -3 | -2
CC(C)c1ccc(CC2(CCc3ccncc3)C(=O)NC(=O)NC2=O)cc1 | -1 | -4
COc1ccc(OC)c(C2=NOC(C(=O)N3CCC4(CC3)OCCO4)C2)c1 (stereo unspecified) | -2 | -4
O=C(c1cc(-c2cccs2)[nH]n1)N1CC2CC(C1)c1cccc(=O)n1C2 (stereo unspecified) | -8 | -13
COc1ccc2c(c1)C1(CCN(C(=O)C(C)(C)C)C1)C(=O)N2C (stereo unspecified) | 2 | 3
CN(C(=O)Oc1ccccc1[N+](=O)[O-])c1ccccc1 | -2 | -5
COC(=O)N1CCN(C(=O)Cc2ccc(Cl)c(Cl)c2)C(CN2CCCC2)C1 (stereo unspecified) | 11 | /
O=C(Cc1ccc(F)cc1)N1CC2CC(C1)c1cccc(=O)n1C2 (stereo unspecified) | -5 | -8
CCOc1ccc(CC(=O)N2CCCN(C3CCN(Cc4ccccc4)C3=O)CC2)cc1 (stereo unspecified) | -4 | 15
NCC(CC(=O)O)c1ccc(Cl)cc1 (stereo unspecified) | 4 | /
O=c1c2ccccc2nc(CSc2ncnc3ccccc23)n1-c1ccccc1 | -3 | 45
CC(Cc1ccccc1)NC=O (stereo unspecified) | 1 | -5
C[N+](C)(C)CC#CCOC(=O)Nc1cccc(Cl)c1 | -3 | /
Cc1cccc(N2CCN(Cc3ccc(N(C)C)cc3)CC2)c1C | -14 | 67*
COc1ccccc1CN1CCN(c2ccccc2Cl)CC1 | -8 | 10
CCN1CCc2[nH]c(=S)c(C#N)cc2C1 | / | 6
Fc1ccc(N2CCN(Cc3cc(F)ccc3F)CC2)cc1 | 0 | 16
COc1ccc(C2N(c3ccccn3)C(=O)C3CCCN32)cc1 (stereo unspecified) | -11 | -3
Cc1nn(Cc2ccccc2Cl)c(=N)s1 | -6 | /

# Whole records as entered above:
# Profile of `CC(C)c1ccc(CC2(CCc3ccncc3)C(=O)NC(=O)NC2=O)cc1` : Pf apPOL inh: -1; mHTT-CaM PPI inh: -4
# Profile of `COc1ccccc1CN1CCN(c2ccccc2Cl)CC1` : Pf apPOL inh: -8; mHTT-CaM PPI inh: 10
# Profile of `O=C(CN1CCCC1=O)Nc1ccccc1` : Pf apPOL inh: -3; mHTT-CaM PPI inh: -2

# The results go on.
Compound | Pf apPOL inh | mHTT-CaM PPI inh
CCN1CCN(Cc2ccc(OC)c(C)c2C)CC1 | -2 | 2
CCOc1ccc(C(=O)CN2CCOCC2)cc1 | 10 | 3
Cc1cccc(NC(=O)C2C(C)(C)C2(C)C)c1C | -2 | -12
CN(C)CC#CCNC(=O)CC1CCCC1 | -5 | -5
Cc1ccc(CN2CCN(CCO)CC2)cc1 | 1 | -12
Cc1cc(C=C2C(=O)NC(=O)NC2=O)c(C)n1-c1ccc(Br)cc1 | 4 | 9
CC(CCc1ccc(O)cc1)NCCc1ccccc1 (stereo unspecified) | 0 | -6
Cc1nc2nc(SCC(=O)N3CCC4(CC3)OCCO4)nn2c(C)c1Cc1ccccc1 | -4 | 21
Cc1cccc(-c2ncc(C(=O)N3CCCCC3)c(N(C)C3CCN(C)CC3)n2)c1 | -2 | 6
COc1ccc2c(c1)C1(CCN(C(=O)NC3CCCC3)C1)C(=O)N2 (stereo unspecified) | -2 | -2
CS(=N)(=O)CC[C@H](N)C(=O)O (stereo partly specified) | 10 | /
CC12CN3CC(C)(CN(C1)C3c1cccs1)C2O (stereo unspecified) | 3 | -7
O=P(Oc1ccccc1)(Oc1ccccc1)OC1CCS(=O)(=O)C1 (stereo unspecified) | -8 | 0
N/C(=N\[N+](=O)[O-])Nc1ccc(NC(=O)Nc2ccccc2)cc1 | -5 | i
C#CCOc1c(Cl)cc(/C=C/[N+](=O)[O-])cc1OC | 2 | 11
Cc1cc(C(C)(C)c2ccc(O)c(C)c2)ccc1O | -2 | /
CN1C(=O)C(Cc2ccc(OCc3ccccc3)cc2)C(=O)N(C)C1=O | -3 | 5
CC(=Nc1ccc(F)cc1)c1c(O)n(C)c(=O)[nH]c1=O | -21 | 2
O=[N+]([O-])c1cc(-c2cc([N+](=O)[O-])[nH]n2)n[nH]1 | / | -8
Cc1ccc(Cc2c(C)nc3nc(SCC(=O)N4CCC5(CC4)OCCO5)nn3c2C)cc1 | -5 | 21

# Taken from above.
# `Cc1ccc(Cc2c(C)nc3nc(SCC(=O)N4CCC5(CC4)OCCO5)nn3c2C)cc1` @ mHTT-CaM PPI inh = 21
# `Cc1cc(C=C2C(=O)NC(=O)NC2=O)c(C)n1-c1ccc(Br)cc1` @ Pf apPOL inh = 4
# `CN(C)CC#CCNC(=O)CC1CCCC1` @ mHTT-CaM PPI inh = -5
# `Cc1nc2nc(SCC(=O)N3CCC4(CC3)OCCO4)nn2c(C)c1Cc1ccccc1` @ Pf apPOL inh = -4

# Later entries:
Compound | Pf apPOL inh | mHTT-CaM PPI inh
C=C1CC2(C)C(=CC1=O)CCC1C2CCC2(C)C(OC(=O)OCC)CCC12 (stereo unspecified) | -3 | /
COC(=O)c1ccccc1NC(=O)c1cccn(Cc2ccc(Cl)cc2Cl)c1=O | 7 | -4
CCN1CCN(Cc2ccc(C)cc2)CC1 | -4 | -10
COCc1cc(=O)oc2cc(OC(=O)N(C)C)ccc12 | -3&-5 | /
CN(C)C1C(=O)C(C(N)=O)=C(O)C2(O)C(=O)C3=C(O)c4c(O)ccc(Cl)c4C(C)(O)C3CC12 (stereo unspecified) | -9 | /
COc1ccc(CN2CCN(C)CC2)c(OC)c1 | -10 | -4
COc1ccc(C=C2Oc3c(ccc(OC(=O)N(C)C)c3C)C2=O)cc1OC | -2 | 7
CC1CCN(c2cc(Br)c([N+](=O)[O-])cc2F)CC1 | -6 | 22
COc1cc2c(cc1OC)C(C(=O)NCC1CCCO1)C1CCCCN1C2=O (stereo unspecified) | -3 | 3
CC1CCN(CC(=O)Nc2ccc(Cl)cc2C(=O)c2ccccc2Cl)CC1 | 4 | /
COc1ccc(N2CCN(Cc3ccc(N(C)C)cc3)CC2)cc1 | -3 | 22
c1ccc(CNCCc2ccc3c(c2)OCO3)cc1 | -1 | -15
Cc1cccc(CC(=O)N2CCCN(C3CCN(Cc4ccc(F)cc4)C3=O)CC2)c1 (stereo unspecified) | 1 | 86*
Cc1cccc(N2CCN(Cc3ccc4c(c3)OCO4)CC2)c1C | -1 | 4
O=C(N1CCCCC1)C(Cl)(Cl)Cl | -24 | /
COc1ccc(C2(CCNCc3ccc(Cl)cc3)CCOC(C)(C)C2)cc1 (stereo unspecified) | -1 | 12
COc1ccc(CN2CCN(C)CC2)cc1C | -3 | -8
CCCC12CN3CC(CCC)(CN(C1)C3c1cccnc1)C2=O (stereo unspecified) | -8 | -6
c1ccc(CSc2nnc(-c3ccccc3)o2)cc1 | 0 | -67
O=c1[nH]c(=O)n(Cc2ccc(F)cc2)c(O)c1C=Nc1ccc(Cl)cc1 | 9 | 10
COc1ccc(OC)c(CN2CCN(c3ccc(F)cc3)CC2)c1 | 2 | 19
CCS(=O)(=O)N1CCCC(C(=O)N2CCC3(CC2)OCCO3)C1 (stereo unspecified) | -13 | -3
O=c1c2ccccc2nc(-c2cccs2)n1-c1ccccn1 | -9 | 3
Cc1c(C#N)c(N)n(CCCn2ccnc2)c1C | / | 99*
O=C(Cc1ccc([N+](=O)[O-])cc1)Nc1ccc2c(C(F)(F)F)cc(=O)oc2c1 | -1 | 7
C#CCN[C@H](C)Cc1ccccc1 | -10 | /
COc1cccc(-n2c(Cc3ccccc3)nc3ccccc3c2=O)c1 | 2 | 6
O=S1(=O)c2ccccc2-c2ccccc21 | / | -1
O=P(Nc1cccnc1)(Oc1ccccc1F)Oc1ccccc1F | -8 | -2
C=CCN1C(=O)CSc2ccc(C(=O)N3CCC4(CC3)OCCO4)cc21 | -5 | -1
Cc1ccc(Cl)cc1N(C)C(=O)C1c2ccccc2C(=O)N2CCCCC12 (stereo unspecified) | -18 | -1
CCSc1oc(C)cc1C=C(C#N)C#N | / | -9
N#C/C=C1\CN2CCC1CC2 | / | -6
O=C1NC(=O)C2(C(=O)N1)C(c1ccccc1[N+](=O)[O-])NC(=O)NC2c1ccccc1[N+](=O)[O-] (stereo unspecified) | -5 | 4
Cc1cc(I)ccc1NC(=O)C(Cl)(Cl)Cl | 2 | -11
O=c1[nH]c2c(c(=O)n1C1CCCCC1)CCC2 | 6 | -1
NC(Cc1cc(O)c(O)cc1O)C(=O)O (stereo unspecified) | 81* | /
Cc1c(C)c(C)c(CCN)c(C)c1C | -5 | /
CC(=O)NBr | 10 | /
O=C1C=C(Cl)C(=O)C=C1Cl | -1 | /
O=c1c2ccccc2nc(/C=C/c2cccnc2)n1-c1ccc(Br)cc1 | -6 | 6
COc1ccc2c(c1)C1(CCN(C(=O)c3ccccc3C)C1)C(=O)N2C (stereo unspecified) | -5 | 2
O=c1cccc2n1CC1CC2CN(c2nc(N3CCOCC3)nc(N3CCOCC3)n2)C1 (stereo unspecified) | -2 | 6
CCOC(=O)[C@]12Cc3cc(C)ccc3[C@H]1N(C)C(=O)c1cc(OC)ccc12 | -7 | -13
COc1ccc(Oc2coc3cc(OC(=O)N(C)C)ccc3c2=O)cc1 | -2 | -6
N=C1c2ccccc2CN1c1ccc(Br)cc1 | -7 | 5
O=C1NC(=O)C(c2ccccc2)(c2ccccc2)C(=O)N1 | 2 | -6
Cc1cnc(NC(=O)c2c(O)c3ccccc3n(CCC(C)C)c2=O)s1 | 1 | 3
N/C(=N\[N+](=O)[O-])N1CCN(S(=O)(=O)c2ccc([N+](=O)[O-])cc2)CC1 | -8 | i
CS(C)=C1C(=O)NC(=O)N(CCc2ccc(F)cc2)C1=O | -5 | -1

# From PubChem
